# Assay outcomes as filed in PubChem.
# TEAD-YAP inh = TEAD-YAP interaction inhibition, primary screen, TEAD-YAP interaction inhibitor project, luminescence, HEK-TIYL cells. TEAD-Gal4/YAP UAS-luciferase luminescence. inhibition, % at 9.12 µM. hit rate 1.4% among 640,000; in the data active = inhibition above about 32%;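 also: 0% = median of test compound wells and 100% = reference inhibitor wells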
# FBW7 act = FBW7 E3 ligase activators, primary screen, biochemical, AlphaScreen, human. F-box/WD repeat-containing protein 7 (Homo sapiens), Q969H0. AlphaScreen FBW7–phospho-cyclin E peptide binding, activator screen. normalized activity (activation), % at 26.1 µM. hit rate 0.13% among 650,000; in the data active = normalized activity above about 1.9%;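 also: purified mutant Fbw7 with reduced substrate affinity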
# Target sequence (Q969H0 whole entry, looked up): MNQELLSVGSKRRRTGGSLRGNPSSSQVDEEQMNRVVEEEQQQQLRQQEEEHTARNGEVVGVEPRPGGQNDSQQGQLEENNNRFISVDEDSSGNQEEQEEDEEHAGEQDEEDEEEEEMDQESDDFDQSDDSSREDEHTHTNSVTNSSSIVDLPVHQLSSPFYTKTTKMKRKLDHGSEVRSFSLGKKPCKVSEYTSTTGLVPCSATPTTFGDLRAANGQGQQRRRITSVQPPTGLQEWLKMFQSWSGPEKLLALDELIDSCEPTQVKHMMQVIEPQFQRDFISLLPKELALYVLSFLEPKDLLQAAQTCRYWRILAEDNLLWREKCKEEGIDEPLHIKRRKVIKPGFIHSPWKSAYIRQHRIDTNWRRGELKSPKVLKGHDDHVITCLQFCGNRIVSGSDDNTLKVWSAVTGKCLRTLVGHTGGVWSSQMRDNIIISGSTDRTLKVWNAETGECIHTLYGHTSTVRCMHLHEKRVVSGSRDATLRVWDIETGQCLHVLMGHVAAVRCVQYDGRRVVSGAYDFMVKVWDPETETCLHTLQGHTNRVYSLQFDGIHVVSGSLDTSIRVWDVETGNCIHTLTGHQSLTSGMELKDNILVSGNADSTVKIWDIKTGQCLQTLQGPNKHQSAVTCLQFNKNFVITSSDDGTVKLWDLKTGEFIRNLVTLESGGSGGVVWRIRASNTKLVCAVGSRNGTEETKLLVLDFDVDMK
# GPR151 ag = activators of human GPR151, primary screen, cell-based, PathHunter beta-arrestin, luminescence | PathHunter beta-arrestin GPR151 cells | activation, % at 11.2 µM | hit rate 1% among 650,000 | AID 1508602, 2020; in the data active = activation above about 4.9%;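 also: 0% = median of compound wells and 100% = cells with positive control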
# MITF inh = MITF inhibitors, primary screen, biochemical, AlphaScreen, human; AID 1259374, 2018; AlphaScreen MITF homodimerization, bead proximity signal; Microphthalmia-associated transcription factor (Homo sapiens), O75030; inhibition, % at 2.6 µM; hit rate 0.91% among 650,000; in the data active = inhibition above about 50%;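 also: 0% = vehicle wells with protein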
# An asterisk follows results filed as active.
# Preview, 6 compounds:
SMILES,TEAD-YAP inh,FBW7 act,GPR151 ag,MITF inh
Cc1cc(C)nc(N(C#N)CC(=O)c2ccc(Br)cc2)n1,1,0.1,-1.2,-20
CC(C)OCC(O)CN1CCN(c2ccccc2F)CC1 (stereo not drawn),4,0.1,1.3,15
Cc1ccc2nc(-c3ccc(NC(=O)c4c(-c5ccccc5Cl)noc4C)cc3)sc2c1,3,0.1,-0.6,4
CCOC(=O)c1c(CN2CCOCC2)n(C)c2ccc(O)cc12,-3,0.0,-1.7,-8
O=C1CCC(=O)N1c1ccc(NCc2ccccc2Cl)c([N+](=O)[O-])c1,-14,0.0,-0.3,1
COCCN(Cc1cccc(OC)c1)C(=O)c1nc2ccc(-c3ccnc(N)n3)cc2s1,-10,0.1,0.0,15

# Results, from the start:
SMILES,TEAD-YAP inh,FBW7 act,GPR151 ag,MITF inh
Cc1cc(C)nc(N(C#N)CC(=O)c2ccc(Br)cc2)n1,1,0.1,-1.2,-20
CC(C)OCC(O)CN1CCN(c2ccccc2F)CC1 (stereo not drawn),4,0.1,1.3,15
Cc1ccc2nc(-c3ccc(NC(=O)c4c(-c5ccccc5Cl)noc4C)cc3)sc2c1,3,0.1,-0.6,4
CCOC(=O)c1c(CN2CCOCC2)n(C)c2ccc(O)cc12,-3,0.0,-1.7,-8
O=C1CCC(=O)N1c1ccc(NCc2ccccc2Cl)c([N+](=O)[O-])c1,-14,0.0,-0.3,1
COCCN(Cc1cccc(OC)c1)C(=O)c1nc2ccc(-c3ccnc(N)n3)cc2s1,-10,0.1,0.0,15
COc1ccc(C(=O)NC(=S)Nc2ccc(S(=O)(=O)N=C(N)N)cc2)cc1OC,-1,0.0,0.4,4
COc1ccc(S(=O)(=O)Nc2ccc(N3CCCC3=O)cc2)cc1F,9,0.0,-0.6,14
O=C(c1ccco1)N1CCN(C2CCCC2)CC1,5,0.1,-0.4,17
C=CCN(CC(=O)NCc1ccc(F)cc1)C(=O)c1csnn1,5,-0.2,3.6,10
Cc1cc(NC(=O)Cn2ncc(Cl)c(Cl)c2=O)no1,-1,0.1,2.2,-4
O=C(NC(=S)N1CCN(C/C=C/c2ccccc2)CC1)c1ccco1,14,0.8,1.0,28
Cc1noc(C)c1C(=O)NCC1Cc2cc(-c3ccsc3)cc(Cl)c2O1 (stereo not drawn),8,-0.1,0.9,-1
COc1cccc(CNCc2ccccc2)c1OC,-3,-0.1,-0.6,4
CC1CCCCN1C(=O)CSc1nnc(-c2ccc(Cl)s2)o1 (stereo not drawn),-34,0.1,0.3,-2

# Results in TEAD-YAP inh (two entries from above):
Structure | TEAD-YAP inh
CC(C)OCC(O)CN1CCN(c2ccccc2F)CC1 (stereo not drawn) | 4
Cc1ccc2nc(-c3ccc(NC(=O)c4c(-c5ccccc5Cl)noc4C)cc3)sc2c1 | 3

# Next section
SMILES,TEAD-YAP inh,FBW7 act,GPR151 ag,MITF inh
Cc1cccn2c(CNCCSc3ncn[nH]3)c(C(=O)N(C)CCc3ccccc3)nc12,8,0.0,-0.6,-1
COc1ccccc1N1CCN(c2ncc(C(=O)Nc3ccc(C(F)(F)F)cc3)c3ccccc23)CC1,-6,0.0,-0.7,-10
CCCCNC(=O)c1ccc2c(c1)N(CC)C(=O)c1ccccc1S2=O (stereo not drawn),-11,0.0,0.0,-19
COc1ccc(CCNC(=O)CN2CCN(Cc3ccc(Cl)cc3)C2=O)cc1OC,2,0.0,-0.4,-5
COc1ccc(CNC(=O)c2ccc(N3CC4CC(C3)c3cccc(=O)n3C4)c(NC(=O)c3ccc(Br)o3)c2)cc1 (stereo not drawn),0,0.1,-1.1,25
CCOc1ccc(N(C(C)C(=O)Nc2c(C)n(C)n(-c3ccccc3)c2=O)S(C)(=O)=O)cc1 (stereo not drawn),8,0.2,0.5,1
O=C(O)c1ccc(NC(=O)c2ccc[n+]([O-])c2)cc1,-2,0.1,1.4,14
CCOC(=O)c1cc(CN2CCOCC2)oc1-c1ccccc1,2,0.1,-0.3,-5
Cc1cnc(N2CCC(N3CCOCC3)CC2)nc1NCCOc1ccccc1,3,0.2,0.2,12
Cc1ccccc1NC(=O)CN1CCN(c2nc(-c3ccc(F)cc3)cs2)CC1,3,-0.2,-1.3,-10
N#CC1=C(N)N(c2cccc([N+](=O)[O-])c2)C2=C(C(=O)CCC2)C1c1ccc([N+](=O)[O-])cc1 (stereo not drawn),5,0.0,2.8,15
CSCC[C@H](NC(=O)c1ccc(NC(C)=O)cc1)c1nc2ccccc2[nH]1,0,0.0,0.8,2
Cn1c(=O)n(CC(=O)Nc2cccnc2)c2ccccc21,-12,-0.3,4.2,1
CCOc1ccc(NC(=O)N(CCCN2CCOCC2)Cc2cccs2)cc1,-5,0.2,-0.2,9
O=C(Cn1cnc2ccccc2c1=O)NCC(=O)Nc1ccc(F)cc1,9,0.0,0.5,0
COc1cc(/C=C2/C(=N)N3OC(C)=CC3=NC2=O)ccc1OC(=O)c1ccc(Cl)cc1,1,0.0,1.4,10
O=C(CSc1nc2ccc(NC(=O)C3CCCCC3)cc2s1)NCCc1ccccc1,-12,0.2,-1.6,0
OC1CCN(Cc2ccc3c(c2)CN(Cc2cccc(Cl)c2)CCO3)CC1,2,-0.1,2.4,1
O=C(Nc1cc(C(F)(F)F)ccc1Cl)c1cccc(Br)c1,1,0.4,1.5,2
Cc1nc2sc3c(c2c2nn(CC(=O)N4CCCCC4)c(=O)n12)CCC(C)C3 (stereo not drawn),6,0.0,0.2,4
O=C(N[C@H]1C[C@H]2C(=O)N[C@H](Cc3ccccc3)C(=O)N2C1)c1cccnc1Oc1ccc(Cl)cc1,11,-0.1,-0.6,1
CN(CCCNC(=O)c1ccc(Cn2c(=S)[nH]c3cc4c(cc3c2=O)OCO4)cc1)Cc1ccccc1,2,0.0,0.4,0
O=C(Nc1cccc(F)c1)c1ccc([N+](=O)[O-])cc1Cl,-35,0.0,-0.4,-1
FC(F)(F)Oc1ccc(-c2cnc(N3CCC4(CC3)OCCO4)nc2)cc1,6,0.2,3.3,1
CC(=O)NC1(C(F)(F)F)NC(=O)N(C2CCCCC2)C1=O (stereo not drawn),0,-0.1,-0.7,-1
CC(Cc1ccsc1)NC(=O)CCC1(Cc2ccc(Cl)cc2)CCC(=O)N1 (stereo not drawn),10,0.1,0.4,0
C#CCN1C(=O)S/C(=C/c2ccc(O)c(I)c2)C1=O,3,0.5,-2.5,11
CCc1c(C)c2ccc(O)c(CN3CCCCC3)c2oc1=O,5,0.0,2.1,-1
O=C(Cn1ccc([N+](=O)[O-])n1)N1CCCCC1,-3,0.1,-0.8,-28
CC(=O)NC1=NN(C(C)=O)C(C)(c2cc(Cl)ccc2OC(C)=O)S1 (stereo not drawn),-30,0.1,-0.6,-4
Cc1ccccc1/C=N/n1c(C)cc(C)c(C#N)c1=O,-6,0.2,1.5,-12
Cc1ccccc1NC(=O)C1C2C=CC(C2)C1C(=O)Nc1ccccc1C (stereo not drawn),-5,-0.2,-0.5,1
COc1ccc(C=O)cc1OS(=O)(=O)c1ccc(Cl)cc1,25,0.1,-0.7,4
COCCNC(=O)C1CCN(S(=O)(=O)c2ccc(Br)cc2)CC1,5,0.1,3.3,13
CSc1nc2sc3c(c2c(=O)n1Cc1ccccc1)CCc1ccccc1-3,-17,0.2,-0.7,2
CCC1CCCCN1C(=O)c1ccc(OC)c(OC2CCN(C(C)=O)CC2)c1 (stereo not drawn),-5,0.0,1.7,10
Cc1cccc2sc(NC(=O)c3sc4ncnc(N(C)c5ccccc5)c4c3C)nc12,1,0.0,-0.4,3
CCCn1c(=S)[nH]c2cc(C(=O)N3CCN(C(=O)OCC)CC3)ccc2c1=O,3,0.0,0.5,2
O=S(=O)(c1ccc2c(c1)OCCO2)N1CCCN(c2nc3ccccc3s2)CC1,-4,0.0,0.0,-10
COc1ccc(C(=O)Nc2ccc(S(=O)Nc3nccs3)cc2)cc1 (stereo not drawn),-1,0.0,0.1,1
CCOc1ccc(Cc2c(Cl)nc(SC)nc2N(CC)CC)cc1,2,0.1,0.6,6
NC(=O)NCCCC(=O)Nc1ccc(OC(F)(F)F)cc1,-2,0.1,1.5,9
c1ccc2c(Nc3nc(NCCN4CCOCC4)c4[nH]cnc4n3)nccc2c1,6,0.0,0.3,9
O=C(CC1C(=O)N(c2ccc(Cl)cc2)C(=S)N1NC(=O)c1ccccc1)Nc1cc(Cl)cc(Cl)c1 (stereo not drawn),-7,-0.1,0.2,-4
CC(=O)Nc1ccc(C(=O)NC2CCCCC2)cc1,-4,0.0,0.7,17

# 5 records drawn at random from the list so far:
SMILES,TEAD-YAP inh,FBW7 act,GPR151 ag,MITF inh
CSc1nc2sc3c(c2c(=O)n1Cc1ccccc1)CCc1ccccc1-3,-17,0.2,-0.7,2
COc1ccc(C=O)cc1OS(=O)(=O)c1ccc(Cl)cc1,25,0.1,-0.7,4
CCC1CCCCN1C(=O)c1ccc(OC)c(OC2CCN(C(C)=O)CC2)c1 (stereo not drawn),-5,0.0,1.7,10
Cc1ccccc1NC(=O)C1C2C=CC(C2)C1C(=O)Nc1ccccc1C (stereo not drawn),-5,-0.2,-0.5,1
CCOc1ccc(Cc2c(Cl)nc(SC)nc2N(CC)CC)cc1,2,0.1,0.6,6

# Going on with the list:
SMILES,TEAD-YAP inh,FBW7 act,GPR151 ag,MITF inh
Cn1c(/C(C#N)=C/c2ccc(-c3ccc(S(N)(=O)=O)cc3)o2)nc2ccccc21,12,0.0,2.7,-8
O=c1c(Cl)c(NCc2ccco2)cnn1C12CC3CC(CC(C3)C1)C2,-7,0.3,0.4,-2
O=C(CC1CCCC1)Nc1cccc(N2CCC(NCCCn3ccnc3)CC2)c1,4,0.4,-0.5,22
O=C1Nc2cc(C(=O)N3CCc4ccccc4C3)ccc2NC1CSCc1cccc(F)c1 (stereo not drawn),-6,-0.2,-1.0,7
COc1ccc(C(CC(=O)Nc2ccc(F)c(F)c2)N2Cc3ccccc3C2=O)cc1 (stereo not drawn),-1,0.1,-1.0,12
COc1cc(/C=N/NC(=S)NC(C)C)cc(OC)c1O,-3,-0.1,2.7,8
Cc1ccc(S(=O)(=O)NC(=O)Nc2ccc(Cl)cc2Cl)cc1,5,-0.1,1.0,-2
N#Cc1ccccc1NC(=O)COC(=O)[C@@H]1CCCN1S(=O)(=O)c1ccc(Cl)cc1,6,0.2,0.5,6
O=C1OC(c2ccc(-c3ccccc3)cc2)=N/C1=C\c1cccc([N+](=O)[O-])c1,2,0.0,-0.8,0
CCc1ccc(/C=N/n2c(CC)n[nH]c2=S)cc1,-9,0.1,0.9,-4
OCCC#Cc1ccc(CN2CCCC(N3CCC(CO)CC3)C2)cc1 (stereo not drawn),3,0.0,-0.6,3
COC(=O)c1ccccc1NC(=O)C(Cc1ccccc1)N1C(=O)c2ccccc2C1=O (stereo not drawn),-4,-0.1,2.1,-1
O=C(Nc1ccc(-c2nc3ccccc3s2)cc1)c1ccc(S(=O)(=O)N2CCCCCC2)cc1,-1,0.3,-1.2,4
Cc1cccc(C(=O)Nc2sc3c(c2C(=O)N2CCCCCC2)CCC(C)C3)c1 (stereo not drawn),13,0.1,1.7,6
Cc1ccc(-c2cc(C(=O)Nc3ccccc3Br)c3ccccc3n2)cc1C,-8,0.2,-0.5,-4
O=C(O)C1C2CCC(C2)C1C(=O)NCc1cccs1 (stereo not drawn),-6,0.1,-0.9,-14

# One compound at a time (already shown). Values in the order: TEAD-YAP inh, FBW7 act, GPR151 ag, MITF inh
# Results for Cc1cccc(C(=O)Nc2sc3c(c2C(=O)N2CCCCCC2)CCC(C)C3)c1 (stereo not drawn) = 13, 0.1, 1.7, 6
# Results for CCc1ccc(/C=N/n2c(CC)n[nH]c2=S)cc1 = -9, 0.1, 0.9, -4
# Results for OCCC#Cc1ccc(CN2CCCC(N3CCC(CO)CC3)C2)cc1 (stereo not drawn) = 3, 0.0, -0.6, 3
